# PI4K2A inh: PI4K2A (human) kinase inhibition; hit rate 0.13% among 420,000; Q9BTU6; activity change, negative = inhibition, % at 76.9 µM; purified PI4K2A, ADP-Glo luminescence, 1 h; stronger effect = lower value; in the data active = activity change below about -50%; inconclusive = mostly about -30% to -49%;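 also: -100% = wells without enzyme as full effect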
#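 PI4K2A activity was measured by ADP-Glo luminescence: enzyme (4 ug/mL stock) and phosphatidylinositol (1.2 mM stock) in Tris pH 7.5/MgCl2/EGTA/Triton X-100 buffer were reacted with ATP (300 microM stock) for one hour at ambient temperature.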
# JMJD2A Tudor inh: inhibitors of human JMJD2A Tudor domain | hit rate 4.4% among 390,000 | Potency, µM (titrated, usually from 114 µM), without a hit: at the top dose activity change, negative = inhibition, actives largely listed as inhibitors | AlphaScreen JMJD2A-Tudor / H3K4me3 peptide binding | O75164; also: potency is read from the fitted curve at half-maximal effect; % is scaled to controls: 0 for no effect and ±100 for the full control effect; nearly all actives have a fitted effect of over 50% in size
# Tb PGK inh: inhibitors of T. brucei phosphoglycerate kinase; PGK/GAPDH coupled, Kinase-Glo luminescence, 60 min; Potency, µM (doses to about 57.5 µM), for the others: at the highest dose activity change, negative = inhibition, hits mostly inhibitors; hit rate 0.043% among 380,000; AID 602233; also: potency is read from the fitted curve at half-maximal effect; % is scaled to controls: 0 for no effect and ±100 for the full control effect; nearly all actives have a fitted effect of over 60% in size
#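 Luminescent ATP detection (Kinase-Glo Plus) follows a 60-minute room-temperature incubation, with wells lacking PGK as controls. Buffer: 100 mM TEA (pH 7.6), 5 mM MgCl2, 0.01% Tween-20. Coupling enzyme GAPDH (100 nM final) supplies unstable 1,3-BPG in-well.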
# G9a block: G9a (human) methyltransferase inhibition; Q96KQ7; G9a H3K9 monomethylation, AlphaScreen, 2 h; Potency, µM (highest dose often 102 µM), for the others: at the highest dose activity, negative = inhibition, most hits filed as inhibitors; hit rate 8.8% among 350,000; AID 504332; also: potency is read from the fitted curve at half-maximal effect; % is scaled to controls: 0 for no effect and ±100 for the full control effect; nearly all actives have a fitted effect of over 75% in size
#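 Step 1: enzyme (final 20 nM) with compound, 15 min RT. Step 2: substrate peptide 500 nM and SAM 20 uM, 2 h RT. Step 3: anti-H3K9me1 antibody and AlphaScreen beads, 10 min, then plate read.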
# HP1b binding inh: inhibitors of HP1-beta chromodomain binding to methylated histone tails; P83916; AlphaScreen HP1-beta / biotin-H3K9me3 peptide binding; Potency, µM (highest dose often 114 µM), for inactives: at the highest dose activity change, negative = inhibition, hits mostly inhibitors; hit rate 0.56% among 390,000; AID 540317; also: potency is read from the fitted curve at half-maximal effect; nearly all actives have a fitted effect of over 70% in size; inactives centre near 23
# Target sequence (P83916 whole entry, looked up): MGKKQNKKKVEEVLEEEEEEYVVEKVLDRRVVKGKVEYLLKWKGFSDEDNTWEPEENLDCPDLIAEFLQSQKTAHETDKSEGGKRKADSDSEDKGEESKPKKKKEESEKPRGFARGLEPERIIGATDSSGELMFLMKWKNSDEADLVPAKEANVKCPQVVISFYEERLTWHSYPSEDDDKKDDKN
#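 AlphaScreen: HP1-beta (50 nM) preformed 30 min with biotin-H3(1-18)K9me3 peptide (50 nM) in PBS pH 7.4, 0.01% Tween-20. Compound added for 30 min at RT, then streptavidin donor/nickel chelate acceptor beads (10 ug/mL) for 30 min.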
# Pin1 inh: blocks the human prolyl isomerase Pin1. Pin1 FP peptide displacement, HiFluor488, 10 min. Potency, µM (series often up to 115 µM), without a hit: at the highest dose activity, negative = inhibition, usual class: inhibitors. hit rate 0.009% among 390,000. AID 504891; active = well fitted inhibition curve with a large enough effect in the polarisation, with a control signal flat, not every such curve was filed as active; inconclusive = small, poorly fitted or top-dose-only effect, or effect the other way, or a change in a side signal; inactive = no such curve, though single readings can be large or run the other way; the % refers to the polarisation; also: potency is read from the fitted curve at half-maximal effect; % is scaled to controls: 0 for no effect and ±100 for the full control effect
# Target sequence (Q13526 whole entry, looked up): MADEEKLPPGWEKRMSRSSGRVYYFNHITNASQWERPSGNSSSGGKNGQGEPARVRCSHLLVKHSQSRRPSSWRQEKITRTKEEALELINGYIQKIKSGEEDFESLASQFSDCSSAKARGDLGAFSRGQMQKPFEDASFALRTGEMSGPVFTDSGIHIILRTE
# BAZ2B block: inhibitors of human BAZ2B bromodomain. hit rate 4.4% among 360,000. AlphaScreen BAZ2B-H3K14Ac peptide displacement. Potency, µM (titrated, usually from 114 µM), for inactives: at the top dose activity change, negative = inhibition, actives largely listed as inhibitors; also: potency is read from the fitted curve at half-maximal effect; % is scaled to controls: 0 for no effect and ±100 for the full control effect; nearly all actives have a fitted effect of over 60% in size
#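 Inhibition is scored as reduced AlphaScreen emission. The BAZ2B/b-H3(5-23)K14Ac complex (50 nM each) in PBS pH 7.4, 0.01% Tween-20 meets compound (up to 110 uM) for 30 min at RT before bead addition.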
# POLH inh: blocks human DNA polymerase eta activity. Q9Y253. Potency, µM (doses to about 114 µM), for the others: top-dose activity change, negative = inhibition, actives largely listed as inhibitors. AID 588591. hit rate 1.2% among 390,000. recombinant Pol eta, fluorescent DNA replication assay; also: potency is read from the fitted curve at half-maximal effect; % is scaled to controls: 0 for no effect and ±100 for the full control effect
# Target sequence (Q9Y253 whole entry, looked up): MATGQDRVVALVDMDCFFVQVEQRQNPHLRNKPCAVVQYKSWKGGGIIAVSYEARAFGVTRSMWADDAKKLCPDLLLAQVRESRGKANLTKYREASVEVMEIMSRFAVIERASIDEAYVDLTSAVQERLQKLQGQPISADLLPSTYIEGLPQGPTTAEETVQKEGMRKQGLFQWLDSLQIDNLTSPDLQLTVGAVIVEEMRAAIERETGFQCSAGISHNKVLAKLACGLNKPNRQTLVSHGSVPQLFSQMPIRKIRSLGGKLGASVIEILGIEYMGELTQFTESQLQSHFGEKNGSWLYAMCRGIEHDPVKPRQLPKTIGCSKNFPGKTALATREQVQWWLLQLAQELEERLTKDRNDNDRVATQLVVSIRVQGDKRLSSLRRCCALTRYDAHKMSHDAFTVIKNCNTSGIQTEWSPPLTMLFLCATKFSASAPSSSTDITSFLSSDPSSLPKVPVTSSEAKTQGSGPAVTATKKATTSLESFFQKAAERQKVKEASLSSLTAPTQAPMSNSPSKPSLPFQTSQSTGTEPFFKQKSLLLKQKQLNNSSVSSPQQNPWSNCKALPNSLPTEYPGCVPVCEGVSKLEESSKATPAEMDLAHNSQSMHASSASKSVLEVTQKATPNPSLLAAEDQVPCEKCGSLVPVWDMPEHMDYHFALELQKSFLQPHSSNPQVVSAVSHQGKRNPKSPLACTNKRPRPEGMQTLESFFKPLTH
#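 Pol eta (10 nM) was preincubated with compounds for 15 min at room temperature, after which fluorescent replication substrate (50 nM final) was added to start the reaction. Fluorescence was read kinetically at 0 and 10 min.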
# GLS inh: inhibitors of human glutaminase (GLS); O94925; GLS enzymatic activity, qHTS titration; Potency, µM (titrated, usually from 45.5 µM), for inactives: at the highest dose activity change, negative = inhibition, most hits filed as inhibitors; hit rate 0.21% among 410,000; also: potency is read from the fitted curve at half-maximal effect; % is scaled to controls: 0 for no effect and ±100 for the full control effect
#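 hKGA in 45 mM KH2PO4 pH 8.2, 0.02% Tween-20 with pin-transferred compounds; 1 mM L-glutamine (stock) plus glutamate oxidase/HRP/Amplex Red coupling added. Fluorescence read initially and after 30 min at RT.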
# An asterisk follows results filed as active; i = inactive; ? = inconclusive; · = no result given; [ ] = remark or other dose. Unless noted, calls follow the shape of the dose curve; as a rule, active = well fitted curve in the direction sought with a large enough effect; inconclusive = small, poorly fitted or top-dose-only effect, or another doubt; inactive = no such curve, though single readings can be large; an effect the other way counts as inactive or inconclusive. A portion of the library; the hit share may differ from the screen's.
SMILES,PI4K2A inh,JMJD2A Tudor inh,Tb PGK inh,G9a block,HP1b binding inh,Pin1 inh,BAZ2B block,POLH inh,GLS inh
CN(C)CCNC(=O)COc1ccc(Cl)cc1Cl,-2,?,5%,50µM*,17%,1%,1%,-17%,6%
COc1cccc(CCN2CCC(CNS(=O)(=O)c3cc(-c4cc(C)no4)ccc3C)CC2)c1,-4,-35%,-2%,71µM*,-9%[57 µM],0%,?,-21%,-2%
C=CCN(C(=O)Cn1ncc2c1-c1cc(C)ccc1OC2)c1ccccc1,-4,-4%,-3%,-2%[59 µM],53%[activator],-1%,1%,-24%,9%
Cc1ccc(-n2ncc3c(NCCCN4CCOCC4)ncnc32)c(C)c1,-4,-13%,-4%,?,53%[activator],1%,-6%,-6%,-2%
CCN(CC(=O)Nc1ccc(NC(C)=O)cc1)C(=O)c1ccccc1SCC(=O)N1CCCC1,-1,-11%,i,?,30%,-8%,-3%,-11%,-2%
COc1ccc(NC(=O)CSc2nnc3ccc(-c4ccccn4)nn23)cc1,-3,-18%,-5%,13%,30%,2%,12%,-10%,2%
O=C(O)COc1ccccc1-c1nc(-c2ccccc2)c(-c2ccccc2)[nH]1,0,-33%,4%,79µM*,-5%,?,?,?,7%
CN(Cc1cccs1)C(=O)COc1cccc2c1OC(C)(C)C2,3,0%,5%,·,39%[activator],1%,·,-6%,5%
CC12CNCC(C)(CN(C3(O)C(=O)Nc4ccc(Br)cc43)C1)C2=O (centres undefined),-1,-17%,i,4%[12.7 µM],38%[activator],3%,-20%,-20%,-9%
CN(CCCN1CCCCC1)C(=O)c1cc(COc2ccc(F)cc2F)on1,-5,-17%,-3%,45%,22%,-1%,-17%,-1%,7%
O=C(c1ccc(Cl)c([N+](=O)[O-])c1)N(c1ccccn1)c1ccccn1,1,-3%,-7%,-1%[59 µM],10%,-14%,-1%,-9%,1%
COc1ccc(NC(=O)CC2S/C(=N\c3nccs3)N(C)C2=O)cc1 (centres undefined),2,-13%,i,·,13%,1%,-6%,-2%,0%
COc1cc(C(C)=O)ccc1OCC(=O)Nc1ccccc1N1CCCCC1,6,-6%,i,19%[2.33 µM],30%,-3%,12%,-15%,-9%
COCCNC(=O)C(=O)NCCN1CCNCC1,5,-12%,9%,?,44%[activator],-3%,-26%,-12%,1%
Cc1cn2c(=O)cc(COC(=O)c3cccc(NC(=O)COc4ccc(Cl)cc4)c3)nc2s1,6,-21%,i,6%[59 µM],20%,-11%,-9%,-14%,4%
CCOc1ccc(S(=O)(=O)Nc2cc(SCC(=O)O)c(O)c3ccccc23)cc1,?,22µM*,0%,?,13µM*,-2%,50µM*,45µM*,-15%
COc1cccc(CNC(=O)COC(=O)C23CC4CC(CC(Cl)(C4)C2)C3)c1,-1,16%,-3%,·,54%[activator],0%,·,-24%,1%
CC1CC(C)CN(C(=O)C2CCN(S(=O)(=O)c3cccs3)CC2)C1 (centres undefined),-2,-6%,3%,?,19%,21%,9%,-22%,19%
O=C(CSc1nnc(CNC(=O)c2cccs2)o1)Nc1cccc(Cl)c1,-5,-8%,-10%,13%[59 µM],53%[activator],-7%,-2%,-13%,-10%
CCOC(=O)c1[nH]c2ccc(F)cc2c1NC(=O)CN1CCN(C/C=C/c2ccccc2)CC1,-4,?,-3%,?,-25%,?,?,-22%,17%
CCCOC(=O)c1ccc(NC(=O)c2cccc(S(=O)(=O)N3CCN(C(C)=O)CC3)c2)cc1,4,-24%,-10%,16%,-8%,1%,-22%,-21%,4%
Cc1ccc(C)c(Oc2ncnc(N)c2[N+](=O)[O-])c1,-3,-8%,0%,10%,33%,0%,15%,-20%,1%
COc1ccccc1-n1c(CNC(=O)c2ccc(S(=O)(=O)N3CCCCC3)cc2)n[nH]c1=S,0,8.9µM*,i,22µM*,20%,5%,-16%,-8%,0%
Cc1c(CC(=O)NCCC(=O)O)c(=O)oc2cc3occ(-c4ccccc4)c3cc12,3,-8%,0%,-3%,60%[activator],?,2%,1%,53%[activator]
COc1ccc(N(C(=O)/C=C/C(=O)Nc2cc(C)on2)C(C(=O)NC2CCCC2)c2ccccc2C)cc1 (centres undefined),-3,-27%,i,19%[59 µM],27%,-3%,-7%,-20%,-9%
CCN(CC(=O)Nc1ccc2c(c1)OCCO2)C(=O)C1CCCCC1,-2,4%,-1%,-35%[59 µM],44%,1%,4%,-18%,-7%
Cc1ccc(-c2nn(C)c(=O)c3ccccc23)cc1S(=O)(=O)NCCCN(C)C,5,2%,·,6%[59 µM],33%,-8%,5%,·,-6%
CCOC(=O)/C=C/C(=O)OCC(=O)NCc1ccccc1,3,-16%,·,12%[59 µM],33%,1%,9%,-6%,-10%
Cc1ccc(S(=O)(=O)N(C)CC(=O)NC2CCCC2)cc1,0,7%,i,-4%[59 µM],35%,1%,-2%,-11%,-4%
O=C(COc1ccc(F)cc1Br)Nc1ccccc1N1CCOCC1,-1,8%,i,9%,59%[activator],5%,12%,-19%,0%
O=C(Nc1ccc(-c2nc3ccc(NC(=O)c4cccs4)cc3[nH]2)cc1)c1cccs1,1,-30%,-1%,?,-1%,11%,-4%,?,-4%
COc1ccc(CCN(C)C(=O)CCc2nnc(-c3ccccc3)o2)cc1OC,3,-13%,6%,·,30%,-6%,11%,-10%,-1%
Cc1nc2cc(-c3ccccc3)ccc2o1,7,-5%[57.1 µM],-2%,-2%[59 µM],32%,0%,81%[activator],-18%,1%
Cc1cccc(-c2noc(-c3ccc(NCC4CCCO4)c([N+](=O)[O-])c3)n2)c1 (centres undefined),1,-5%,7%,0%[59 µM],34%,5%,-13%,-2%,-3%
O=C(c1ccc2c(c1)OCCO2)C1CCN(C(=O)Nc2ccc(F)cc2)CC1,1,-2%,-1%,8%,-5%,-1%,-17%,-14%,-3%
N#Cc1ccc(OCC(=O)NNC(=S)NC(=O)C2CC2)cc1,-1,28µM*,-5%,·,24%,-13%,·,-4%,4%
C1CCN(c2c3c(nc4nnnn24)CCCC3)CC1,5,-6%,-8%,-13%[0.501 µM],39%[activator],-6%,2%,-1%,0%
Cc1cc(C)cc(NC(=O)CCc2ccc(C)o2)c1,-3,-19%,-1%,·,5%,-10%,?,-22%,2%
CCCOc1ccc(C(C)=O)cc1CN1CCOCC1,-4,-7%,i,12%[59 µM],28%,5%,-29%,-8%,1%
COCCCNC(=S)N/N=C/c1cccc(OC)c1O,-6,?,-9%,·,18%,-7%,6.3µM*,-12%,?
CN(C)S(=O)(=O)c1ccc(N2CCCC2)c(C(=O)NC(c2ccccc2)c2ccccc2)c1,4,-23%,-9%,?,28%,16%,21%,-16%,0%
Cc1ccc(C)c(NC(=S)NNC(=O)c2csc(C)c2C)c1,2,-8%,-8%,3%[59 µM],22%,5%,7%,-23%,8%
CC(C)Nc1nc(SCC(=O)Nc2ccccc2)nc(N2CCOCC2)n1,-2,-3%,i,?,16%,-3%,-24%,?,-19%
CCc1c(C(=O)OCc2ccccc2)[nH]c(C)c1C,1,?,-5%,·,16%,-4%,?,-11%,-7%
CC(=O)c1ccc(NC(=O)CSc2ccc(-c3ccc(-n4cccn4)cc3)nn2)cc1,-3,-1%,-7%,-9%,22%,3%,-19%,-13%,-13%

# Reformatted: entries from further up.
Compound	PI4K2A inh	JMJD2A Tudor inh	Tb PGK inh	G9a block	HP1b binding inh	Pin1 inh	BAZ2B block	POLH inh	GLS inh
C1CCN(c2c3c(nc4nnnn24)CCCC3)CC1	5	-6%	-8%	-13%[0.501 µM]	39%[activator]	-6%	2%	-1%	0%
CCc1c(C(=O)OCc2ccccc2)[nH]c(C)c1C	1	?	-5%	·	16%	-4%	?	-11%	-7%

# The list continues.
SMILES,PI4K2A inh,JMJD2A Tudor inh,Tb PGK inh,G9a block,HP1b binding inh,Pin1 inh,BAZ2B block,POLH inh,GLS inh
O=C(CSc1nnc(CNC(=O)c2ccc(F)cc2)o1)Nc1ccc2c(c1)OCCO2,2,-2%,-2%,·,10%,3%,-14%,-17%,0%
Cc1ccc(C(C(=O)Nc2ccc3c(c2)OCO3)N(C)C(=O)Cc2c[nH]c3ccccc23)cc1 (centres undefined),-1,?,-4%,40µM*,-15%,-2%,?,-18%,1%
CCOC(=O)c1c(C)c(C(=O)N(C)C2CCCCC2)c(C)n1C,8,-25%,0%,10%[12.7 µM],7%,2%,-36%,-13%,0%
Cc1ccc(CNC(=O)C2CC3Cn4c(nc5cc(Cl)c(Cl)cc54)C3N2C)o1 (centres undefined),-2,-11%,2%,?,38%,13%,-6%,-18%,0%
CCOC(=O)C1CCN(C(c2cc(OC)c(OC)c(OC)c2)c2sc3nc(C)nn3c2O)CC1 (centres undefined),6,-2%,i,?,70%[activator],1%,-5%,-12%,0%
Cc1ccc2c(c1)NCC(C(=O)NC1CCCCC1)O2 (centres undefined),5,-29%,i,34%[12.7 µM],9%,0%,-35%,-15%,-6%
CNC(=O)COc1ncnc2sccc12,0,-14%[11.4 µM],-4%,6%[12.7 µM],51%[activator],-1%,11%,-11%,-8%
CCCCCCNc1nc(NCc2ccco2)nc(OCC)n1,-1,-19%,0%,24%[12.7 µM],36%[activator],?,12%,-9%,0%
O=C(NC1CCCCC1)c1sc(=S)n2c1[nH]c(=O)c1ccccc12,2,56µM*,-4%,·,?,-4%,?,25µM*,-10%
CC1CC(C)CN(c2oc(-c3ccccc3Cl)nc2C#N)C1 (centres undefined),-1,-24%,·,-30%[12.7 µM],-4%,-6%,-16%,-9%,21%
COc1ccc(OCCNC(=O)c2ccccc2OCC(=O)N2CCCCC2)cc1,-4,-8%,0%,20%[59 µM],25%,0%,12%,-4%,-9%
